HTR5A ag ctr – HTR5A agonism, opioid heterodimer counter-screen; HTR5A agonist assay, luminescence, cell-based; hit rate 0.61% among 340,000; activation, % at 9.3 µM; in the data active = activation mostly above about 9.5%, no sharp cut-off; inactive = mostly below about 7.6%;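 note: 0% = cells with vehicle only and 100% = reference agonist; strong numbers were not always called active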
Target sequence (P47898 whole entry, looked up): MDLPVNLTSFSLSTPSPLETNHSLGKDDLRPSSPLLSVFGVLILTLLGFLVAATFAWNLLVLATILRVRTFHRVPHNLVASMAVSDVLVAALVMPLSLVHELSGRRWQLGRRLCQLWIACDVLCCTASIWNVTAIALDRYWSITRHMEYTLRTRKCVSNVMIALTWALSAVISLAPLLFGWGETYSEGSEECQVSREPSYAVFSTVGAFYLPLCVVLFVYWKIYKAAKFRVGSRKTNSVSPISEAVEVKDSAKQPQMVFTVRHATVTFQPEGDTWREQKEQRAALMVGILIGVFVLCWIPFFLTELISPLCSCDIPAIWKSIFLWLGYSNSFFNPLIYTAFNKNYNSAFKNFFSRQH
PvdQ acylase – P. aeruginosa PvdQ acylase inhibition. purified PvdQ acylase, fluorescence plate reader. inhibition, % at 10 µM. hit rate 0.063% among 340,000. AID 488965; in the data active = inhibition above about 30%, passing the limit was not always enough; inconclusive = no clear call, values can overlap the other calls;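 note: 0% = vehicle neutral wells and 100% = reference inhibitor wells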
CDK5 p35 inh – blocks human CDK5/p35 kinase activity; Q00535+Q15078; Recombinant CDK5/p35, ADP-Glo luminescence, 60 min; inhibition, % at 10 µM; hit rate 0.01% among 330,000; AID 488839;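 active = highest replicate inhibition of at least 50% and at least 75% of replicates reaching 50%; inconclusive = only one of the two criteria met; inactive = both criteria failed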;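 note: plate controls were DMSO neutral control for no effect and GW8510 at 10 µM for full effect; many of its hits are not listed in these tables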
Rtt109 Vps75 – blocks Candida albicans Rtt109/Vps75 acetyltransferase activity; purified Rtt109/Vps75, ThioGlo CoA-SH fluorescence, 4 h; hit rate 0.16% among 330,000; inhibition, % at 34.9 µM;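 active = inhibition of at least 50% in every replicate; inconclusive = best replicate reaches 50% inhibition but some replicates fall short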
Target sequence (Q5AAJ8 whole entry, looked up): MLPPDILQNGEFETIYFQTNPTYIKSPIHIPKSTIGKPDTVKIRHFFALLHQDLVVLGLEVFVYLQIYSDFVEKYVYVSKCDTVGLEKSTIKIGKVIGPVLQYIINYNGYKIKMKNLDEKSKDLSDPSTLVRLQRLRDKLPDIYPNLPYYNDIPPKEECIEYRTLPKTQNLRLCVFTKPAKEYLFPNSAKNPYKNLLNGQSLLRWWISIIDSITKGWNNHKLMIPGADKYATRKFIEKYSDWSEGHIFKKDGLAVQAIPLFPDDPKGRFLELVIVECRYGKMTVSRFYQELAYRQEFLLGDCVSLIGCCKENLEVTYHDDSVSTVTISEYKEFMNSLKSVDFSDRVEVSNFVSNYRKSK
dFosB activator – mouse delta FosB homodimer activation; AID 493131; purified delta FosB, TAMRA-CDK5 oligo fluorescence polarization; percent of positive-control signal above neutral wells; activation, % at 25 µM; hit rate 0.99% among 340,000;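 active = mean activation above about 17%, with every replicate also reaching it, limit read from the data, passing the limit was not always enough; inconclusive = only one of the two conditions met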;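 note: fluorescence polarization rise as delta FosB binds a TAMRA Cdk5 AP-1 oligo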
Target sequence (P13346 whole entry, looked up): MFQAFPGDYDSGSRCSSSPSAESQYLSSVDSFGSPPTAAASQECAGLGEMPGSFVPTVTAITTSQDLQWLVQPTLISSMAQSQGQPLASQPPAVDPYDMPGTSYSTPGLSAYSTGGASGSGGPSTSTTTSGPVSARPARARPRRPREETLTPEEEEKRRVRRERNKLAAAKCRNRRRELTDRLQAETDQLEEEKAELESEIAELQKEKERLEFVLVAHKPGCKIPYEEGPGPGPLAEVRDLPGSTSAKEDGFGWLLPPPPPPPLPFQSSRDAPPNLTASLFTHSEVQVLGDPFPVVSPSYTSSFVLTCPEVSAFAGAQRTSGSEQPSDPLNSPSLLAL
SR-BI HDL uptake – inhibitors of mouse SR-BI mediated HDL lipid uptake; Q61009; ldlA[mSR-BI] CHO cells, DiI-HDL uptake fluorescence, 3 h; inhibition, % at 12.5 µM; hit rate 0.96% among 320,000; AID 488896;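 active = mean replicate inhibition of at least 70% and a set share of replicates each scoring 70 or more; inconclusive = meets just one of the two criteria; inactive = fails both criteria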;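 note: 0% = median of neutral control wells and 100% = median of positive control wells; values of inactives mirror those of a sister screen read the other way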
Wnt act – Wnt/beta-catenin pathway activation. activation, % at 9.35 µM. AID 743398. Wnt/beta-catenin reporter cell assay, activator, plate reader. hit rate 1.2% among 300,000; in the data active = activation above about 30%, passing the limit was not always enough; inconclusive = no clear call, values can overlap the other calls;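 note: 0% = neutral control wells and 100% = positive control wells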
RTF Ca sens act – cardiac RTF calcium sensitization; IANBD-labeled TnC RTF fluorescence at EC20 calcium; 0% EC20 calcium, 100% full calcium; activation, % at 7.2 µM; hit rate 0.24% among 340,000; AID 493008;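 active = activation above the mean over all tested compounds plus 3 SD, cut at about 30% in these data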;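 note: rise in fluorescence read as greater calcium sensitivity of cardiac thin filaments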
MITF TRPM1 HTS – MITF TRPM1 promoter activation in melanoma cells | SK-MEL-5 TRPM1-promoter luciferase, 24 h; % of positive control, neutral wells = 0 | hit rate 0.75% among 300,000 | activation, % at 12.5 µM;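 active = mean activation of at least 80% with every replicate also reaching 80%; inconclusive = mean reaches 80% but some replicate falls short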;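 note: 0% = neutral control wells and 100% = parthenolide positive control wells; values of inactives mirror those of a sister screen read the other way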
SR-BI uptake up – SR-BI HDL lipid transfer activation. CHO ldlA[mSR-BI] cells, DiI-HDL uptake fluorescence, 3 h; 100 = double the neutral-control signal. activation, % at 12.5 µM. hit rate 0.096% among 320,000;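 active = mean replicate activation of at least 60% and every replicate at or above 60%; inconclusive = mean or all-replicate condition met, but not both; inactive = mean below 60% and not all replicates reaching 60%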;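 note: 0% = median plate neutral-control signal and 100% = twice that signal; values of inactives mirror those of a sister screen read the other way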
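System: LDL receptor-deficient CHO ldlA cells overexpressing murine SR-BI | Timing: 3 h uptake period with compound, 37 °C | Medium: HEPES-buffered (25 mM, pH 7.4) F12 plus 0.5% BSA | Dosing: Single-point compound dose | Signal: Bottom-read fluorescence, 550/595 nm | Read-out: Retained DiI signal reflecting DiI-HDL uptake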
The depositor's hits bear a star; ? = inconclusive; . = not tested or not shown; & = joins results of further samples. Rows were taken by chance; about 4.4% have a hit in one of these screens.

SMILES	HTR5A ag ctr	PvdQ acylase	CDK5 p35 inh	Rtt109 Vps75	dFosB activator	SR-BI HDL uptake	Wnt act	RTF Ca sens act	MITF TRPM1 HTS	SR-BI uptake up
O=C(Cn1nnc(N2CCCC2)n1)N/N=C/c1ccc(Cl)cc1	-3	-10	0.6	3	-6	6	0	0	.	-6
COc1ccc(S(=O)(=O)NC(C)C)cc1C(=O)N1CCOCC1	-5	3	0.0	2	-5	-23	1	-2	18	23
COc1cccc(-c2cc(C(=O)Nc3ccn(Cc4ccc(C)cc4)n3)no2)c1	0	-15	2.6	-2	8	27	5	8	12	-27
CCOC(=O)Nc1cc(N)ncn1	2	6	0.2	22	-7	0	-1	-6	5	0
Cc1cc(C)[n+](-c2ccc(F)cc2)c2[nH]c(=O)[nH]c(=O)c12	-1	-62	1.1	7	-12	-18	-1	-2	13	18
Cc1ccc(-n2nc(C)c3onc(C)c3c2=O)cc1	-5	-6	0.3	2	0	-2	1	-4	1	2
COc1ccc(Br)cc1CNC(=O)CCC(=O)N1CCSc2ccccc21	6	-11	-0.7	-6	-5	-4	2	9	1	4
O=C(Nc1cccc(NC(=O)c2cccs2)c1)c1ccc([N+](=O)[O-])o1	-1	-12	1.4	3	-6	.	12	1	-97	.
COC(=O)CNC(=O)c1ccc(=O)oc1	-4	-8	0.1	-22	3	-27	.	4	-2	27
O=C1CCC(=O)c2ccc3c4c(ccc1c24)CC3	2	-4	-1.3	-3	-13	11	-1	-2	-1	-11
CCn1c(SCC(=O)NC2CCCC2)nc2c1c(=O)n(C)c(=O)n2C	-1	-7	0.4	-6	1	-7	1	1	1	7
Cc1c(NC(=O)CSc2nnnn2Cc2ccccc2)c(=O)n(-c2ccccc2)n1C	-1	-12	-3.9	-1	0	-19	.	-1	-3	19
Nc1nc(SCc2c(F)cccc2Cl)[nH]c(=O)c1-c1ccccc1	4	3	1.5	-2	7	-17	.	-9	9	17
COc1ccc(CCN(Cc2cc3cc(C)ccc3[nH]c2=O)C(=O)N2CCCC2)cc1OC	2	-10	-1.0	1	-6	-1	3	6	.	1
COc1cccc(C(=O)Nc2ccc3c(c2)OCO3)c1OC	0	-17	0.7	-1	-4	5	20	9	?	-5
COc1ccccc1NS(=O)(=O)c1cccc(C(=O)NNC(=O)C(NC(N)=O)C(C)C)c1 (stereo not drawn)	4	-12	1.6	-23	-7	.	1	-3	7	.
COc1cccc(NC2=C(C#N)C(=O)NC(c3cccc(OC)c3O)S2)c1 (stereo not drawn)	-4	-6	-0.8	19	-18	-9	12	2	-9	9
COc1ccc(N(C(=O)c2ccco2)C(C(=O)NC2CCCC2)c2ccc(OC)c(OC)c2)cc1 (stereo not drawn)	3	-11	0.6	-1	-5	3	0	2	3	-3
Cc1ccc(S(=O)(=O)N(CCC#N)CCN2CCCC2)cc1	-3	6	-1.0	-24	-2	-14	.	2	-5	14
Cc1ccc(S(=O)(=O)CCSc2cccc(C(=O)O)c2)cc1	3	-11	-0.9	5	-1	6	-1	-4	4	-6
Cc1cc(=O)oc(C)c1C(=O)N[C@@H]1CCCCNC1=O	5	-3	-0.6	-12	1	-12	.	7	-13	12
CCN(CC)Cc1c(O)c(Cl)cc2c(C)cc(=O)oc12	2	-74	-0.5	-29	3	-1	-2	3	2	1
COc1ccc(C(=O)n2nc(C)cc2C)cc1Br	0	2	-1.6	4	1	21	.	0	-1	-21
CCN(CC(=O)NC1CCS(=O)(=O)C1)S(=O)(=O)c1ccc(C)cc1C (stereo not drawn)	1	-9	-0.2	4	2	10	.	4	9	-10
Cc1ccc(S(=O)(=O)N[C@H](C(=O)N2CCC3(O)CCCCC3C2)c2ccccc2)cc1 (stereo partly drawn)	0	-11	0.4	-1	10	-15	.	6	9	15

Some of the entries so far, as labelled records:
COc1cccc(C(=O)Nc2ccc3c(c2)OCO3)c1OC
  HTR5A ag ctr: 0; PvdQ acylase: -17; CDK5 p35 inh: 0.7; Rtt109 Vps75: -1; dFosB activator: -4; SR-BI HDL uptake: 5; Wnt act: 20; RTF Ca sens act: 9; MITF TRPM1 HTS: ?; SR-BI uptake up: -5
COc1ccccc1NS(=O)(=O)c1cccc(C(=O)NNC(=O)C(NC(N)=O)C(C)C)c1 (stereo not drawn)
  HTR5A ag ctr: 4; PvdQ acylase: -12; CDK5 p35 inh: 1.6; Rtt109 Vps75: -23; dFosB activator: -7; SR-BI HDL uptake: .; Wnt act: 1; RTF Ca sens act: -3; MITF TRPM1 HTS: 7; SR-BI uptake up: .
COc1cccc(NC2=C(C#N)C(=O)NC(c3cccc(OC)c3O)S2)c1 (stereo not drawn)
  HTR5A ag ctr: -4; PvdQ acylase: -6; CDK5 p35 inh: -0.8; Rtt109 Vps75: 19; dFosB activator: -18; SR-BI HDL uptake: -9; Wnt act: 12; RTF Ca sens act: 2; MITF TRPM1 HTS: -9; SR-BI uptake up: 9
COc1ccc(N(C(=O)c2ccco2)C(C(=O)NC2CCCC2)c2ccc(OC)c(OC)c2)cc1 (stereo not drawn)
  HTR5A ag ctr: 3; PvdQ acylase: -11; CDK5 p35 inh: 0.6; Rtt109 Vps75: -1; dFosB activator: -5; SR-BI HDL uptake: 3; Wnt act: 0; RTF Ca sens act: 2; MITF TRPM1 HTS: 3; SR-BI uptake up: -3

Retrieved one by one from the list above:
SMILES	HTR5A ag ctr	PvdQ acylase	CDK5 p35 inh	Rtt109 Vps75	dFosB activator	SR-BI HDL uptake	Wnt act	RTF Ca sens act	MITF TRPM1 HTS	SR-BI uptake up
COc1ccc(Br)cc1CNC(=O)CCC(=O)N1CCSc2ccccc21	6	-11	-0.7	-6	-5	-4	2	9	1	4
Cc1ccc(S(=O)(=O)CCSc2cccc(C(=O)O)c2)cc1	3	-11	-0.9	5	-1	6	-1	-4	4	-6

Continued:
SMILES	HTR5A ag ctr	PvdQ acylase	CDK5 p35 inh	Rtt109 Vps75	dFosB activator	SR-BI HDL uptake	Wnt act	RTF Ca sens act	MITF TRPM1 HTS	SR-BI uptake up
O=C(c1ccco1)c1cc2c(ccc3ccccc32)oc1=O	-4	-8	-0.8	-9	0	-12	8	-1	2	12
CC(C)NC(=O)C1CC(=O)N(c2ccc(F)c(Cl)c2)C1 (stereo not drawn)	-4	-5	1.2	8	-8	.	.	6	3	.
CC(=O)Nc1ccc(S(=O)(=O)Nc2ncccn2)cc1	2	-6	-0.2	-10	2	-7	.	2	-4	7
N#Cc1sc(=O)[nH]c1Cl	3	-9	-0.3	0	2	0	-1	-1	-1	0
CCCCNc1c(-c2ccc(OC)c(SC(C)CC)c2)nc2ccc(C)cn12 (stereo not drawn)	6	-11	-0.9	-25	-7	45	-3&-2	2	3	-45
Cc1cc(=O)oc(C)c1C(=O)OCC(=O)c1ccc(Cl)c(Cl)c1	2	9	5.3	.	-4	3	15	6	3	-3
Cc1ccc(CN(C)C(=O)C2CCN(C(=O)Nc3ccccc3)CC2)o1	1	6	0.1	-1	0	20	22	-1	6	-20
Cc1nc(Nc2ccc3c(c2)OCO3)c2oc3ccccc3c2n1	4	-3	-0.8	2	-3	1	3	-4	35	-1
CC(C)CCn1c(CN(C)Cc2ccccc2)nc2c1c(=O)n(C)c(=O)n2C	2	-10	-0.1	-3	-13	11	-4	5	0	-11
CN1CCC(=NNC(=O)c2ccco2)CC1	-3	-6	-2.2	2	6	2	.	11	8	-2
O=C(NCCc1ccc(Cl)cc1)c1cccc(NC2=NC3CS(=O)(=O)CC3S2)c1 (stereo not drawn)	0	22	-2.1	13	-9	11	-3	-5	.	-11
CCOP(=O)(OCC)C(C)(C)NC(=O)c1cc([N+](=O)[O-])cc([N+](=O)[O-])c1	-2	-2	0.2	-38	9	-16	.	0	.	15
Cc1nc2ccccc2c2c1CC(C)S2 (stereo not drawn)	-4	-16	-1.4	-12	-11	.	-2	2	-2	.
CNCc1ccccc1Sc1ccc(OC)c(OC)c1	-4	-19	-1.6	3	-4	-9	-2	0	1	9
CC(=O)OC(COc1ccccc1)Cn1cnc2cc(C)c(C)cc21 (stereo not drawn)	-2	-5	-1.1	7	-14	16	-5	0	8	-16
CC1CN(C(=O)c2ccc(Br)c(S(=O)(=O)N3CCOCC3)c2)CC(C)O1 (stereo not drawn)	-4	-5	-1.0	-2	2	-10	0	8	6	10
COc1ccccc1NC(=O)COc1ccc2c(c1)OCO2	1	-20	0.8	-4	-11	-13	10	9	34	13
CC(Nc1[nH]c(=O)n(C)c(=O)c1N=O)c1ccccc1 (stereo not drawn)	-1	2	-0.3	9	2	-16	-5	1	3	16
Cc1cc(NC(=O)C2CCCCC2)nc2c1c(=O)oc1ccccc12	1	-4	0.9	-1	-11	9	.	-3	-2	-9
COc1ccc(C(CNC(=O)C(CCSC)NC(=O)c2ccccc2OC)N2CCCCC2)cc1 (stereo not drawn)	2	-7	-3.9	-6	2	1	-1	-2	-8	-1
CC(Oc1cccc(Cl)c1)C(=O)Nc1cc(S(=O)(=O)N2CCOCC2)ccc1N1CCCCC1 (stereo not drawn)	-4	-17	1.9	1	-10	?	-14	-13	-10	-72
COc1ccc(Cc2nnc(Nc3ccc(C)cc3C)[nH]c2=O)cc1	0	-17	0.8	-7	-4	-37	-8	-5	-1	37
Cc1ccn2nc(C(=O)OCC(=O)N(CC(C)C)C3CCS(=O)(=O)C3)nc2n1 (stereo not drawn)	-2	2	-0.8	-13	-5	-14	6	-6	-2	14
O=C(CCN1C(=O)c2ccncc2C1=O)NCc1ccc(Cl)cc1	2	-7	1.0	-5	-1	-33	-4	-2	-4	33
O=C(COc1ccc2c3c(c(=O)oc2c1)CCC3)N1CCCC1	-1	6	-1.9	1	-2	4	-1	-2	12	-4
More entries:
SMILES	HTR5A ag ctr	PvdQ acylase	CDK5 p35 inh	Rtt109 Vps75	dFosB activator	SR-BI HDL uptake	Wnt act	RTF Ca sens act	MITF TRPM1 HTS	SR-BI uptake up
COc1ccccc1N(C(=O)CNS(=O)(=O)c1ccccc1)C(C(=O)NCc1ccco1)C(C)C (stereo not drawn)	-7	-17	-0.5	-13	-8	-25	-3	0	-6	25
CN(C)S(=O)(=O)c1ccc2c(c1)Cc1cc(S(=O)(=O)N(C)C)ccc1-2	1	-17	-0.2	5	0	-2	1	6	-13	2
COc1cc2ncc(S(=O)(=O)c3ccccc3)c(N3CCC4(CC3)OCCO4)c2cc1OC	1	-15	-4.2	12	-24	25	-2	-4	-16	-25
Cc1c(C(=O)OC(C)CCN(C)C)oc2ccccc12 (stereo not drawn)	-2	-9	-0.5	-2	-9	-7	.	7	.	7
COC(=O)C1=C(\O)CCCC/C=C\1C(=O)O	9	14	1.3	-3	1	-7	-4	-7	0	7
COc1cccc2c1CCC(NC(C)=O)C2=O (stereo not drawn)	4	-5	-1.3	0	0	-4	0	-3	5	4
CC1=C(C(=O)OC(C)C)C2(O)C(=O)c3ccccc3C2(O)N1 (stereo not drawn)	-5	2	-0.3	1	0	-9	-5	2	-5	9

Screening data deposited in PubChem BioAssay by several laboratories.
